MLL CXXC-DNA inh: inhibitors of human MLL CXXC domain-DNA interaction; Q03164; MLL-CXXC / FITC-HOXA9 DNA fluorescence polarization; Potency, µM (doses to about 115 µM), for the others: at the top dose activity change, negative = inhibition, most hits filed as inhibitors; hit rate 0.037% among 290,000; AID 2662; active = well fitted inhibition curve with a large enough effect in the polarisation, with a control signal flat, not every such curve was filed as active; inconclusive = small, poorly fitted or top-dose-only effect, or effect the other way, or a change in a side signal; inactive = no such curve, though single readings can be large or run the other way; the % refers to the polarisation; note: potency is the fitted concentration of half-maximal effect
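Purified MLL-CXXC (added from a 7 uM solution) was preincubated 5 min at ambient with pinned compounds in 50 mM Tris-HCl pH 7.5, 50 mM NaCl, 1 mM DTT, 0.05% BSA. Fluorescein-labeled HOX-A9 DNA (50 nM solution) followed, 30 min, then polarization read.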
Menin MLL FP TR: menin-MLL binding inhibition, Texas Red mutant peptide; Potency, µM (doses to about 61.6 µM), for inactives: top-dose FP activity change, negative = inhibition, hits mostly inhibitors; O00255; hit rate 0.23% among 270,000; Menin + Texas Red MLL mutant peptide, fluorescence polarization; active = well fitted inhibition curve with a large enough effect in the polarisation, with a control signal flat, not every such curve was filed as active; inconclusive = small, poorly fitted or top-dose-only effect, or effect the other way, or a change in a side signal; inactive = no such curve, though single readings can be large or run the other way; the % refers to the polarisation; note: potency is the fitted concentration of half-maximal effect; % of control where 0% means no effect; many of its hits are not listed in these tables
GALK inhibitor: inhibitors of human galactokinase; Purified GALK, Kinase-Glo residual ATP luminescence; hit rate 0.007% among 270,000; AID 1868; Potency, µM (titrated, usually from 57.5 µM), inactives show top-dose activity change, negative = inhibition, usual class: inhibitors; P51570; note: potency is the fitted concentration of half-maximal effect; % is set by controls: 0 for no effect and ±100 for the full control effect
Target sequence (P51570 whole entry, looked up): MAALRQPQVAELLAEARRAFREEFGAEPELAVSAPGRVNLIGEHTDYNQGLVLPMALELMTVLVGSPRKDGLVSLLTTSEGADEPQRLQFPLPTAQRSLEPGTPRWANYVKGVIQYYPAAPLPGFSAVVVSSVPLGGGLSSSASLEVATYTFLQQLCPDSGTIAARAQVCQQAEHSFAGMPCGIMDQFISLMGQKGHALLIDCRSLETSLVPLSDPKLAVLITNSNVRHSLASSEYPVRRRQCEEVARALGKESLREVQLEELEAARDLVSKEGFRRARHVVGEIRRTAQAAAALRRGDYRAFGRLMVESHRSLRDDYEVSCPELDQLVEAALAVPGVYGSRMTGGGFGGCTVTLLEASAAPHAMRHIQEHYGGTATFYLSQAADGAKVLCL
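Galactose (100 uM) and ATP (35 uM) were turned over by 5 nM GALK for 1 h at RT. Kinase-Glo Plus then converted the remaining ATP into a luminescent signal.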
FBPA coupling cs: inhibits coupling enzyme system, counter-screen for aldolase hits. coupling enzyme system counterscreen, AmpLite Red fluorescence. activity change, negative = inhibition, % at 58.2 µM, hits read low. AID 2472. hit rate 0.67% among 290,000; in the data active = activity change below about -30%; note: % is set by controls: 0 for no effect and ±100 for the full control effect
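Coupling enzymes only (glyceraldehyde-3-phosphate) + compound, at 57.5 uM final, 10 min RT; add substrate/coupling/AmpLite Red mix, 20 min RT; fluorescence ex 525/em 598 nm. Actives flag coupling-system interference.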
hERG WT inh: KCNH2 (human, wildtype) channel inhibition; U2OS, BacMam KCNH2, thallium flux FluxOr; stronger effect = lower value; hit rate 0.37% among 340,000; Q12809; activity change, % at 1.84 µM; AID 720551;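 active = maximum activity change below -70%; inconclusive = maximum activity change between -70% and -50%; inactive = maximum activity change above -50%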; note: % is set by controls: 0 for no effect and ±100 for the full control effect
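U2OS cells were transduced with wild-type KCNH2 virus (2.03 x 10^8 / mL) for 4 h at room temperature, then cultured overnight at 37 C. Thallium flux was read with FluxOr dye. Rate constants were normalized to DMSO controls.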
USP2a inh: USP2a (human) protease inhibition; hit rate 0.01% among 330,000; O75604; Potency, µM (top dose mostly 38.3 µM), for the others: top-dose activity change, negative = inhibition, actives largely listed as inhibitors; AID 463254; USP2 core, Ub-CHOP2 coupled fluorogenic reporter, 485/531;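 note: potency is the fitted concentration of half-maximal effect; plate controls were DMSO wells for no effect and full inhibition by NEM control for full effect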
Target sequence (O75604 whole entry, looked up): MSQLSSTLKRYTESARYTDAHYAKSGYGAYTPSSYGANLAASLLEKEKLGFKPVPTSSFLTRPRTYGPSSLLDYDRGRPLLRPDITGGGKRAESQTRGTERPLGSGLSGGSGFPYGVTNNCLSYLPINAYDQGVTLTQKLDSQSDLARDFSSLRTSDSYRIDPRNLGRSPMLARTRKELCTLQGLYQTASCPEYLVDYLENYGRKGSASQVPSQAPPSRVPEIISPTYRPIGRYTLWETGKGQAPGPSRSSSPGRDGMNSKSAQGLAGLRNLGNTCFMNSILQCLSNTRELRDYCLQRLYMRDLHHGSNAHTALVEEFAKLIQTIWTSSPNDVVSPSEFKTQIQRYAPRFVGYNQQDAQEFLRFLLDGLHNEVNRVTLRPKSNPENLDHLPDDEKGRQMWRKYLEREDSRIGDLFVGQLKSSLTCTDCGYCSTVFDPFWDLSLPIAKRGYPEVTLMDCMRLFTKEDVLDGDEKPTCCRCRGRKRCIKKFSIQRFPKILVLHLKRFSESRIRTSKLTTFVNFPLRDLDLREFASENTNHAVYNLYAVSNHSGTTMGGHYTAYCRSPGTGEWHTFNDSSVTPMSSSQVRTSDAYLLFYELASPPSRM
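Cell-free coupled assay: 10nM USP2 core preincubated 30min RT with compound in Tris-HCl pH 8.0/CaCl2/CHAPS buffer, then 25nM Ub-CHOP2 and 25nM reporter substrate; fluorescence (Ex 485/Em 531) read after 60min RT, normalized to NEM inhibition, concentration-response curves fitted.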
B2AR arrestin: recruits beta-arrestin to the human beta2-adrenergic receptor. AID 492947. Potency, µM (highest dose often 46.1 µM), for the others: at the top dose activation, actives largely listed as activators. P07550. beta-arrestin recruitment to beta2AR, cell-based reporter. hit rate 0.02% among 330,000;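 note: potency is the fitted concentration of half-maximal effect; 0% = DMSO controls and full agonism = EC100 isoproterenol or metaproterenol; nearly all actives have a fitted effect of over 65% in size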
Giardia kill: kills Giardia lamblia; Giardia lamblia trophozoite viability; activity change, % at 7.66 µM, hits read low; hit rate 0.15% among 340,000; in the data active = activity change below about -80%; inconclusive = between about -30% and that limit;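 note: parasites exposed to compound for two days anaerobically before the ATP read; % is set by controls: 0 for no effect and ±100 for the full control effect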
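Trophozoites 100 cells/well + cpd; 48 hrs, 37 deg C, anaerobic. ATPLite 1-Step added, 15-30 min RT, luminescence read (ATP-based viability).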
PKM2 act: PKM2 (human) enzyme activation; hit rate 0.34% among 260,000; purified PKM2, Kinase-Glo ATP luminescence, activation; response scale: 0% is enzyme alone, no compound; Potency, µM (top dose mostly 57.5 µM), for the others: top-dose activation, hits mostly activators; AID 1631; P14618; note: potency is the fitted concentration of half-maximal effect; % is set by controls: 0 for no effect and ±100 for the full control effect; nearly all actives have a fitted effect of over 55% in size
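Purified hPK-M2 (>95%) run at intermediate activity with 0.1 mM ADP and 0.5 mM PEP in 50 mM imidazole pH 7.2, KCl, MgCl2; 1 h room temperature. ATP formed read by Kinase-Glo luminescence; normalized to uninhibited and no-enzyme controls.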
TRPV1 ag: agonists of human vanilloid receptor 1 (TRPV1); hit rate 0.19% among 320,000; activation, % at 8.33 µM; TRPV1-expressing cells, Fluo-8 calcium influx, agonist mode; Q8NER1; in the data active = activation above about 80%; inconclusive = between about 30% and that limit; note: 0% is about no effect
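Cells expressing TRPV1 were dye-loaded with Fluo-8 and read kinetically: 10 s baseline, 3 min after compound (agonist portion), then 2 min after EC20 capsaicin (allosteric enhancer portion). Calcium-bound dye fluorescence at 480/520 nm.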
KCNH2 3.1 inh: inhibitors of human KCNH2 3.1 potassium channel isoform. activity change, % (tested at about 1.8 µM). U2OS KCNH2 3.1, thallium flux FluxOr; stronger effect = lower value. hit rate 0.95% among 340,000;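 active = maximum activity change below -70%; inconclusive = maximum activity change from -70% to -50%; inactive = maximum activity change above -50%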;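 note: thallium influx rate constant from kinetic fluorescence after stimulation buffer; % is set by controls: 0 for no effect and ±100 for the full control effect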
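Measured as rate of thallium-driven FluxOr signal in transduced U2OS cells carrying the 3.1 channel, read kinetically for 2 min upon stimulation; values are rate constants scaled to DMSO control wells.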
* marks the source's active call; other numbers are inactive results; ? = inconclusive; · = no result given. Unless noted, calls come from the whole dose curve; as a rule, active = well fitted curve in the direction sought with a large enough effect; inconclusive = small, poorly fitted or top-dose-only effect, or another doubt; inactive = no such curve, though single readings can be large; an effect the other way counts as inactive or inconclusive.

Second line of a record: MLL CXXC-DNA inh, Menin MLL FP TR, GALK inhibitor, FBPA coupling cs, hERG WT inh, USP2a inh, B2AR arrestin, Giardia kill, PKM2 act, TRPV1 ag, KCNH2 3.1 inh
- CCc1nnc(NC(=O)CCC(=O)N2CCN(S(=O)(=O)c3ccc(OC)cc3)CC2)s1
 : -7%, -5%, 8%, -1, 15, -3%, 0.5%, -13, 25%, -4, 17
- N#Cc1c([N+](=O)[O-])cc([N+](=O)[O-])cc1S(=O)(=O)Cc1ccccc1
 : ·, ·, ·, ·, -2, -2%, -0.2%, 17, ·, 0, 14
- NC(=O)CC(NC(=O)c1ccccc1)c1ccc(NCCCN2CCCC2=O)c([N+](=O)[O-])c1 (stereo not given)
 : 6%, 1%, ·, -1, -45, -6%, -0.3%, -6, -2%, -4, -4
- Cc1ccccc1C(=O)Nc1ccnn1C1CCN(Cc2ccncc2)CC1
 : 0%, ·, 4%, ·, 32, 3%, 0.1%, 9, -4%, 1, 9
- Cc1ccc(-n2nc(C)c3c2OC(N)=C(C#N)C3c2ccc(C)o2)cc1 (stereo not given)
 : -24%, 1%, -2%, -17, 3, 1%, -0.5%, -1, -13%, 6, -9
- CC(=O)Nc1ccc2nc(-c3ccco3)[nH]c2c1
 : 3%, 4%, 1%, -2, -12, 0%, 0.0%, -10, ·, 1, 14
- Cc1ccc(NC(=O)c2ccc(S(=O)(=O)N3CCC(C)CC3)cc2)cc1
 : 8%, ·, -2%, -9, 2, 3%, 0.3%, -18, -1%, -5, -8
- COc1ccc(Cl)cc1S(=O)(=O)n1ccnc1
 : 7%, -2%, -4%, 1, -3, -2%, -0.2%, -3, 1%, 2, 7
- O=S1(=O)CCOCCCN1Cc1ccccc1
 : -2%, 1%, ·, 2, 1, 4%, 2.0%, -2, 1%, 2, 0
- O=C(CC1C(=O)N(c2ccc(Cl)cc2)C(=S)N1CCc1ccncc1)Nc1ccc(F)cc1 (stereo not given)
 : 8%, ?, -3%, -2, -1, 1%, -0.6%, -15, 2%, 4, -19
- CCn1ccnc1CN(C)C(=O)c1cc(COc2c(F)cccc2F)on1
 : ?, 0%, 1%, 1, 6, 2%, -1.0%, -1, -2%, 5, 2
- COC(=O)c1cc2oc(C)cc2n1CC(=O)Nc1ccc(OC)c(OC)c1OC
 : -3%, -1%, 3%, 0, ·, -1%, 13%, ·, -2%, -4, ·
- COc1ccc(-c2cn[nH]c2N)cc1OC
 : -22%, 1%, -1%, -5, 6, 0%, -0.3%, 1, -19%, 0, 20
- CN(C)S(=O)(=O)n1cnc(C(CCO)c2ncn(S(=O)(=O)N(C)C)c2CCCO)c1 (stereo not given)
 : ·, ·, ·, ·, 2, 0%, 0.4%, -9, ·, 1, 8
- CSCC[C@H](NC(=O)[C@H](Cc1ccccc1)n1c(=O)[nH]c2ccccc2c1=O)C(=O)NCC1CCC(C(=O)O)CC1 (stereo not given in full)
 : ?, 3%, ·, 0, -7, 2%, -0.6%, -9, -1%, -2, 5
- COc1ccc(C)cc1NC(=O)NNC(=O)C(C)Oc1ccc(F)cc1Cl (stereo not given)
 : 5%, ·, -3%, ·, -15, -1%, 0.3%, 22, -1%, 2, -16
- COc1ccc(OC)c(NC(=O)CCn2ccnc2)c1
 : 15%, 20%, ·, -2, 1, 2%, 0.1%, 12, ·, -1, -18
- Cn1c(SCC(=O)O)nnc1C1CCCCC1
 : 0%, 25%, 4%, -2, -20, 4%, -0.2%, -10, 0%, 0, -6
- Cc1ccc(C(=O)CSc2nnc(COc3ccc(C#N)cc3)n2-c2ccccc2)cc1
 : 0%, -27%, -2%, 2, 8, 3%, -0.3%, 8, 1%, 4, -17
- CCCS(=O)(=O)N1CCCC(C(=O)N2CCN(c3ccccc3)CC2)C1 (stereo not given)
 : -9%, ?, 3%, 0, 4, -1%, -0.5%, 2, 0%, 4, 2
- COc1ccc(NC(=O)CSc2cc(C)nc3c(-c4ccccc4)cnn23)cc1
 : 2%, ·, -2%, 1, -5, -2%, -0.1%, -25, -3%, 3, -9
- Cc1cc(NS(=O)(=O)Cc2ccccc2)cc(C)c1OCC(=O)N1CCOCC1
 : -1%, -10%, -4%, 0, -6, 0%, 0.0%, 1, -4%, 0, 13
- CC1(C)C(=O)N(c2ccccc2)C1c1ccccc1O (stereo not given)
 : -4%, 1%, 8%, 0, -14, -2%, 0.4%, -30, ·, 3, 1
- CCc1nc(SCC(=O)Nc2ccccc2C(=O)OC)n[nH]1
 : 8%, -8%, 1%, 0, 11, 2%, -0.1%, -5, -3%, -1, -3
- O=C(c1cccc(Cl)c1)N1CCN(S(=O)(=O)c2ccc(Cl)s2)CC1
 : ·, ·, ·, ·, 1, 0%, -0.2%, -11, ·, 11, 1
- O=C(COc1cc2oc(=O)c3c(c2cc1Cl)CCC3)NCC1CCC(C(=O)O)CC1 (stereo not given)
 : 17%, 20%, 0%, -1, 3, 7%, -0.8%, -2, ·, 0, 13
- Cc1ccc(C)c(S(=O)(=O)N/N=C/c2ccc(N(C)C)cc2)c1
 : 3%, ?, 3%, 0, -4, 0%, -0.4%, 12, 2%, -4, -7
- CCC(=O)OCC(=O)c1c(N)n(Cc2ccccc2)c(=O)n(C)c1=O
 : 0%, 23%, 5%, -2, -1, -1%, -0.1%, -2, ?, 0, -19
- COc1ccc(N2CCC(CNC(=S)Nc3cc(C)cc(C)c3)C2)cc1 (stereo not given)
 : 4%, ·, -1%, 2, 20, -2%, -0.9%, 12, 7%, 5, -5
- CCOc1ccc(CN2CCN(Cc3cnn(CC)c3C)CC2CCO)cc1 (stereo not given)
 : 3%, 5%, 5%, 2, 6, 2%, -1.0%, -18, -11%, 6, 2

Looked up above.
Under Giardia kill, O=C(c1cccc(Cl)c1)N1CCN(S(=O)(=O)c2ccc(Cl)s2)CC1 has the entry -11
Under Giardia kill, Cn1c(SCC(=O)O)nnc1C1CCCCC1 has the entry -10

Next section:
Second line of a record: MLL CXXC-DNA inh, Menin MLL FP TR, GALK inhibitor, FBPA coupling cs, hERG WT inh, USP2a inh, B2AR arrestin, Giardia kill, PKM2 act, TRPV1 ag, KCNH2 3.1 inh
- Cc1ccc(S(=O)(=O)N[C@@H](Cc2ccccc2)C(=O)N2CCC(C(=O)N[C@@H](CCC(N)=O)C(=O)O)CC2)cc1
 : -18%, 12%, 1%, 2, -4, 5%, 0.1%, 5, ·, 0, -1
- COc1ccccc1C(=O)N/C(=C\c1cn(S(=O)(=O)N(C)C)c2ccccc12)C(=O)N1CCCCC1
 : -3%, -13%, 2%, 0, -1, -2%, 0.0%, 12, ·, 0, 5
- C=CCOc1ccc(CNC(C)(C)C)cc1OC
 : 0%, 22%, 0%, 13, 13, 0%, -0.1%, 29, 1%, -2, -2
- Cc1nnc(NC(=O)c2oc3cc(C)c(C)cc3c2C)s1
 : 20%, -7%, 2%, 2, ·, -1%, -0.7%, ·, 3%, 0, ·
- O=C(CN1C(=O)CCC1=O)Nc1nc(-c2nc3ccccc3s2)cs1
 : -25%, 15%, -3%, -2, -2, 0%, -0.3%, 10, -7%, 5, 13
- CC(C)=C1SC(N2CCN(Cc3ccccc3)CC2)=NC1=O
 : -9%, 0%, 1%, 8, 4, 0%, -0.7%, 3, 13%, 22, -3
- Cc1ccc(-n2nc3ccc(N)cc3n2)cc1
 : 1%, ?, 0%, -12, -9, 0%, 0.1%, -14, -2%, -2, -3
- CCC(CO)Oc1cc(NCc2ccccc2OC)c2ncn(C(C)C)c2c1 (stereo not given)
 : ·, ·, ·, ·, 4, 0%, 0.4%, -3, ·, ·, 3
- O=C1N/C(=N\N=C\c2ccco2)SC1Cc1ccc(F)cc1 (stereo not given)
 : 0%, 3%, 0%, 1, -8, 10%, 0.3%, 6, -1%, 1, 0

Fetched by compound from the entries so far (4):
Second line of a record: MLL CXXC-DNA inh, Menin MLL FP TR, GALK inhibitor, FBPA coupling cs, hERG WT inh, USP2a inh, B2AR arrestin, Giardia kill, PKM2 act, TRPV1 ag, KCNH2 3.1 inh
- Cc1ccc(-n2nc3ccc(N)cc3n2)cc1
 : 1%, ?, 0%, -12, -9, 0%, 0.1%, -14, -2%, -2, -3
- O=C(CN1C(=O)CCC1=O)Nc1nc(-c2nc3ccccc3s2)cs1
 : -25%, 15%, -3%, -2, -2, 0%, -0.3%, 10, -7%, 5, 13
- C=CCOc1ccc(CNC(C)(C)C)cc1OC
 : 0%, 22%, 0%, 13, 13, 0%, -0.1%, 29, 1%, -2, -2
- CC(C)=C1SC(N2CCN(Cc3ccccc3)CC2)=NC1=O
 : -9%, 0%, 1%, 8, 4, 0%, -0.7%, 3, 13%, 22, -3

Not all compounds are listed; count on the stated rates, not on these rows.
